Screens as filed in PubChem.
Anesthetic bind = binds horse apoferritin like a general anesthetic; Potency, µM (top dose mostly 77.5 µM), without a hit: top-dose activity change, negative = displacement, usual class: inhibitors; apoferritin/1-aminoanthracene competitive binding, fluorescence; P02791; hit rate 0.074% among 350,000; AID 485281; further: potency means the concentration at half of the fitted maximal effect; on the % scale 0 is the no-effect control and ±100 the full control effect; nearly all actives have a fitted effect of over 20% in size
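Read-out: endpoint 1-AMA fluorescence, excitation 380 nm and emission 535 nm, after compounds sit 10 min at room temperature with 10 uM horse-spleen apoferritin in 50% saturated 1-AMA/PBS. Values come from four-parameter Hill fits.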
RGS4 inhibitor = human RGS4 inhibition | P49798 | Transcreener GDP fluorescence polarization, RGS4-accelerated GTP hydrolysis | Potency, µM (titrated, usually from 114 µM), without a hit: at the top dose activity change, negative = inhibition, usual class: inhibitors | hit rate 0.039% among 390,000 | AID 504845; further: potency means the concentration at half of the fitted maximal effect; on the % scale 0 is the no-effect control and ±100 the full control effect; nearly all actives have a fitted effect of over 75% in size; some results filed as inactive show a strong effect at the top dose
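MLSMR compounds (23 nl, pin-transferred) preincubated 10 min at room temperature with a 500nM (2x) first reagent, then RGS4 at 900nM (2x) plus Transcreener GDP mix added; fluorescence polarization (620/688 nm) read before and after 90 min at 30 °C.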
APEX1 inh = inhibitors of human APE1 endonuclease; P27695; Potency, µM (titrated, usually from 65.8 µM), for inactives: top-dose activity change, negative = inhibition, actives largely listed as inhibitors; AID 2517; recombinant APE1, TAMRA/BHQ-2 abasic DNA cleavage fluorescence; hit rate 0.35% among 350,000;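 further: potency means the concentration at half of the fitted maximal effect; plate controls were vehicle for no effect and reference inhibitor for full effect; nearly all actives have a fitted effect of over 55% in size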
Target sequence (P27695 whole entry, looked up): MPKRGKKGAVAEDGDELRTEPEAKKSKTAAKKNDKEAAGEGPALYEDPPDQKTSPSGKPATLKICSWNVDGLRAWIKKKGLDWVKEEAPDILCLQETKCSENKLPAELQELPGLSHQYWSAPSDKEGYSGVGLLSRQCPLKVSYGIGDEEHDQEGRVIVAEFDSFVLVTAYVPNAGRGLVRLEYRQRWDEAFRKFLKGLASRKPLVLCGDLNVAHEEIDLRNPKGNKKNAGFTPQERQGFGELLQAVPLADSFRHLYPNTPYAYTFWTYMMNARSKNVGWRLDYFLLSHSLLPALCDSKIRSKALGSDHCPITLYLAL
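Substrate: short duplex with […] THF abasic site, 5'-TAMRA and 3'-BHQ-2, 50 nM final. APE1 at 0.75 nM, preincubated 15 min RT with compound. Fluorescence increase from first to third read measured activity.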
ALOX12 inh = inhibitors of human 12S-lipoxygenase ALOX12; P18054; purified 12hLO, xylenol orange hydroperoxide absorbance; Potency, µM (titrated, usually from 108 µM), for inactives: top-dose activity change, negative = inhibition, most hits filed as inhibitors; hit rate 1.1% among 580,000; AID 1671190; further: potency means the concentration at half of the fitted maximal effect; on the % scale 0 is the no-effect control and ±100 the full control effect
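Purified human 12hLO (150 nM final) in 25 mM Hepes, 0.01% Triton X-100, pH 7.0 was preincubated 15 min at room temperature with compound. Then 40 uM arachidonic acid was added, 30 min. Hydroperoxide was read by Fe-XO absorbance ratio 573/405 nm.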
ERG Ets-DNA blk = ERG Ets/DNA interaction inhibition. P11308. fluorescence polarization, His-ERG Ets domain / labelled DNA. Potency, µM (titrated, usually from 76.9 µM), inactives show at the highest dose FP activity, negative = inhibition, most hits filed as inhibitors. hit rate 0.028% among 370,000; active means well fitted inhibition curve with a large enough effect in the polarisation, with a control signal flat; inconclusive means small, poorly fitted or top-dose-only effect, or effect the other way, or a change in a side signal; inactive means no such curve, though single readings can be large or run the other way; the % refers to the polarisation;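 further: polarization taken with two DNA probes labelled with fluorescein and Texas red; potency means the concentration at half of the fitted maximal effect; % of control where 0% means no effect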
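His-tagged ERG Ets domain (1 uM in the protein solution; 300mM KCl, 50mM Tris-HCl, 1mM EDTA, 1mM DTT, pH 7.5) received compound, then a probe mix of 5 nM fluorescein-DNA and 100nM Texas-615-DNA. Fluorescence polarization was read for both dyes.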
Pol eta inh = blocks human DNA polymerase eta activity; Q9Y253; recombinant Pol eta, fluorescent DNA replication assay; Potency, µM (highest dose often 114 µM), for inactives: at the highest dose activity change, negative = inhibition, usual class: inhibitors; hit rate 1.2% among 390,000; AID 588591; further: potency means the concentration at half of the fitted maximal effect; on the % scale 0 is the no-effect control and ±100 the full control effect
Target sequence (Q9Y253 whole entry, looked up): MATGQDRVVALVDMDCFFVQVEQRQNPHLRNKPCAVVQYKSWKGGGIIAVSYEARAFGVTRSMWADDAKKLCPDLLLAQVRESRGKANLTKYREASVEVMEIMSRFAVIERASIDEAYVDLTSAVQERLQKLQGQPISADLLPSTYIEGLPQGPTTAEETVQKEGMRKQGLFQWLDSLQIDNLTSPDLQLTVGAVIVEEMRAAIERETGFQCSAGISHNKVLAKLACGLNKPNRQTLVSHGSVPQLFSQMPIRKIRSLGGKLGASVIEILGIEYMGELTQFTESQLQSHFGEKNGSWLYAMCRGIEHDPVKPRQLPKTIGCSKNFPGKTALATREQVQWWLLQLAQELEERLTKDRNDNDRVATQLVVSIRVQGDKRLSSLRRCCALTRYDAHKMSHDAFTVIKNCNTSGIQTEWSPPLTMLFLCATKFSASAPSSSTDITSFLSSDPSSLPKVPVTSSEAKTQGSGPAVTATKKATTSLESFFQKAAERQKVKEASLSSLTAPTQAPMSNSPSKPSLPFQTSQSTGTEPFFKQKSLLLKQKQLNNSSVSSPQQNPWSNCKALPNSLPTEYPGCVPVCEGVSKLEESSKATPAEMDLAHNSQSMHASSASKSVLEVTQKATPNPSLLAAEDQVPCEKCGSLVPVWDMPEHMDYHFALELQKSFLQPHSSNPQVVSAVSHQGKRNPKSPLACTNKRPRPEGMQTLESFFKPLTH
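Pol eta at 10 nM preincubated with compounds 15 min at room temperature; reaction started with fluorescent substrate (50 nM final) and read kinetically at 0 and 10 min.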
LDHA block = inhibitors of human lactate dehydrogenase A | hit rate 0.15% among 480,000 | activity change, % (values are at about 110 or 230 µM) | P00338 | purified LDHA, NADH/diaphorase-resazurin fluorescence; hits give low values; in the data active means activity change below about -30%; inconclusive means mostly about -25% to -30%;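 further: plate controls were DMSO wells for no effect and wells without enzyme for full effect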
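Remaining NADH was detected by diaphorase (0.133 mg/mL) converting 37 µM resazurin to fluorescent resorufin, read at 0 and 20 minutes. The preceding 5-minute room-temperature reaction used 2 nM LDHA, 0.2 mM sodium pyruvate and 0.06 mM NADH at pH 7.4.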
POLK inh = DNA polymerase kappa (human) inhibition. hit rate 0.53% among 400,000. AID 588579. purified Pol kappa, fluorescent DNA synthesis assay, 10 min. Q9UBT6. Potency, µM (highest dose often 107 µM), for the others: at the highest dose activity, negative = inhibition, most hits filed as inhibitors; further: potency means the concentration at half of the fitted maximal effect; on the % scale 0 is the no-effect control and ±100 the full control effect
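First, compounds were pin-transferred onto 10 nM Pol kappa. After 15 min at room temperature, substrate was added to 50 nM final. Fluorescence was then measured kinetically at 0 and 10 min.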
POLB inh = blocks human DNA polymerase beta activity; hit rate 1.3% among 340,000; P06746; Potency, µM (series often up to 114 µM), for inactives: at the top dose activity change, negative = inhibition, hits mostly inhibitors; Pol beta primer extension/strand displacement, fluorescence kinetic; further: potency means the concentration at half of the fitted maximal effect; on the % scale 0 is the no-effect control and ±100 the full control effect
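Preincubation: enzyme (10 nM) with compound, 15 min, RT. Reaction: substrate added to 50 nM final. Reads: 0 and 10 min. Analysis: normalized, Hill fit.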
* marks the source's active call; other numbers are inactive results; ? = inconclusive; / = no result given; & = joins results of further samples; [ ] = another dose, or the depositor's remark. Unless noted, the call rests on the fitted dose curve; in most records, active means well fitted curve in the direction sought with a large enough effect; inconclusive means small, poorly fitted or top-dose-only effect, or another doubt; inactive means no such curve, though single readings can be large; an effect the other way counts as inactive or inconclusive.

SMILES	Anesthetic bind	RGS4 inhibitor	APEX1 inh	ALOX12 inh	ERG Ets-DNA blk	Pol eta inh	LDHA block	POLK inh	POLB inh
O=CC1=C(c2ccccc2)Oc2ccccc2O1	-16%	-26%	-9%	-13%	-8%	-14%	-1	-1%	-19%
COc1cccc(-c2nc(OC(C)C)c3ccccc3n2)c1	-21%	23%	-5%	0%	-4%	-16%	0	-15%	8%
CCOC(=O)c1ccc(NC(=O)C2Cc3ccccc3C(=O)O2)cc1 (centres undefined)	-6%	-5%	/	0%	0%	-10%	-2	-19%	0%
CCCCCn1cnc2c(=S)nc(N)[nH]c21	9%	-47%	-4%	?	-18%	-14%	1	5%	24%
Cc1nc2ccc(S(=O)(=O)c3ccc4nc(C)[nH]c4c3)cc2[nH]1	-3%	-13%	-3%	42%[activator]	-17%	-3%	-8	-2%	-1%
C[C@H](CO)N1C[C@H](C)[C@@H](CN(C)S(=O)(=O)c2ccccc2)Oc2ccc(NC(=O)C3CCCCC3)cc2C1=O	/	15%	12%	-17%	3%	-19%	-1	16%	/
COc1ccc(Cl)c(NC(=O)C/C(C)=N/NC(=O)CCc2ccccc2)c1	-17%	-6%	4%	-9%	0%	-16%	1	-10%	35%
Cc1nc2c(-c3ccc(F)cc3)c(C)nn2c(C)c1CCC(=O)NCc1cccc(Cl)c1	-1%	3%	/	-17%	5%	2%	-2	-4%	40%
O=C(COC(=O)COc1ccccc1)Nc1cccc([N+](=O)[O-])c1	?	-2%	-2%	-18%	0%	-6%	-6	-16%	-5%
O=[N+]([O-])c1cc(-c2ncccn2)c([N+](=O)[O-])s1	-3%	?	-3%	-28%	8%	-13%	16	-5%[60.1 µM]	3%
O=C(CN1CCN(Cc2ccccc2)CC1)c1ccccc1	-14%	9%	1%	472%[activator]	-13%	-2%	1	-5%	-1%
COc1ccc(OC)c(-c2nc(CN(C)C(C)c3ccncn3)c(C)o2)c1 (centres undefined)	-12%	7%	4%	-7%	-5%	-6%	-5	-9%	12%
COC(=O)c1scc(C)c1N1C(=O)c2ccccc2C1=O	-18%	30%	0%	?	-6%	1%	-8	-2%	?
COc1ccccc1C(=O)OCc1cc(=O)n2nc(C3CC3)sc2n1	-18%	-21%	/	-11%	2%	-18%	-22	3%	3%
COc1ccc(CCNC(=O)CCc2c(C)c3cc4c(C)coc4cc3oc2=O)cc1	-8%	7%	/	0%	10%	9%	-3	19%	45%
c1ccc(CCCN2CCN(c3ccccc3)CC2)cc1	-5%	-3%	-7%	?	3%	-19%	-9	-4%	13%
CCO[C@H]1OC(C(=O)Nc2ccccc2)=C[C@@H](c2csc3ccccc23)[C@@H]1CCCO	-2%	-7%	1%	-2%	1%	-18%	-1	-4%	0%
COC(=O)Cn1c(C(=O)N2CCCC2)cc2c1C[C@H]1CN(C(=O)c3ccccc3)[C@@](Cc3ccc(F)cc3)(C(=O)OC)[C@@H]21	-20%&-16%	17%	4%&-1%	-1%	-7%	-8%	0	-4%	0%
O=c1ccc2c([nH]1)CCCCCCCCCC2	?	21%	38%	-25%	1%	2%	-1	1%	-22%
CCN1CCN(CCOc2ccc(Br)cc2C)CC1	-7%	-7%	-2%	?	3%	-6%	?	15%	3%

Given comma-delimited: twelve of the compounds above.
SMILES,Anesthetic bind,RGS4 inhibitor,APEX1 inh,ALOX12 inh,ERG Ets-DNA blk,Pol eta inh,LDHA block,POLK inh,POLB inh
O=C(COC(=O)COc1ccccc1)Nc1cccc([N+](=O)[O-])c1,?,-2%,-2%,-18%,0%,-6%,-6,-16%,-5%
O=[N+]([O-])c1cc(-c2ncccn2)c([N+](=O)[O-])s1,-3%,?,-3%,-28%,8%,-13%,16,-5%[60.1 µM],3%
O=C(CN1CCN(Cc2ccccc2)CC1)c1ccccc1,-14%,9%,1%,472%[activator],-13%,-2%,1,-5%,-1%
COc1ccc(OC)c(-c2nc(CN(C)C(C)c3ccncn3)c(C)o2)c1 (centres undefined),-12%,7%,4%,-7%,-5%,-6%,-5,-9%,12%
COC(=O)c1scc(C)c1N1C(=O)c2ccccc2C1=O,-18%,30%,0%,?,-6%,1%,-8,-2%,?
COc1ccccc1C(=O)OCc1cc(=O)n2nc(C3CC3)sc2n1,-18%,-21%,/,-11%,2%,-18%,-22,3%,3%
COc1ccc(CCNC(=O)CCc2c(C)c3cc4c(C)coc4cc3oc2=O)cc1,-8%,7%,/,0%,10%,9%,-3,19%,45%
c1ccc(CCCN2CCN(c3ccccc3)CC2)cc1,-5%,-3%,-7%,?,3%,-19%,-9,-4%,13%
CCO[C@H]1OC(C(=O)Nc2ccccc2)=C[C@@H](c2csc3ccccc23)[C@@H]1CCCO,-2%,-7%,1%,-2%,1%,-18%,-1,-4%,0%
COC(=O)Cn1c(C(=O)N2CCCC2)cc2c1C[C@H]1CN(C(=O)c3ccccc3)[C@@](Cc3ccc(F)cc3)(C(=O)OC)[C@@H]21,-20%&-16%,17%,4%&-1%,-1%,-7%,-8%,0,-4%,0%
O=c1ccc2c([nH]1)CCCCCCCCCC2,?,21%,38%,-25%,1%,2%,-1,1%,-22%
CCN1CCN(CCOc2ccc(Br)cc2C)CC1,-7%,-7%,-2%,?,3%,-6%,?,15%,3%

The list goes on:
SMILES	Anesthetic bind	RGS4 inhibitor	APEX1 inh	ALOX12 inh	ERG Ets-DNA blk	Pol eta inh	LDHA block	POLK inh	POLB inh
O=C(NCc1ccccn1)c1ccc(Cl)c(S(=O)(=O)N2CCCCC2)c1	-5%	-31%	7%	16%	12%	-11%	-4	-1%	22%
COc1cc(C(=O)O/N=C(\N)c2cccc([N+](=O)[O-])c2)cc(OC)c1OC	-12%	-14%	-3%	87%[activator]	-2%	-16%	-6	1%	0%
Cc1sc(-c2ccccn2)nc1OC(=O)c1ccc(F)cc1F	-6%	-25%	1%	-2%	19%	-16%	1	5%	26%
CC(=O)NC(CC(=O)N(Cc1ccccc1)c1ccc(C)cc1)c1ccccc1 (centres undefined)	-22%	-6%	46%	-3%	-8%	-16%	-6	-10%	3%
Cc1nc(NC(=O)CCc2ccccc2)ccc1Br	?	-12%	24%	1%	1%	-9%	-2	-10%	-15%
COc1ccc2c(c1)c1c(c(=O)n(-c3cccc(Cl)c3)c(=O)n1CC(=O)NCC1CCCO1)n2C (centres undefined)	5%	18%	/	?	3%	5%	-2	12%	19%
O=C(NCc1cccs1)c1cc(S(=O)(=O)N2CCOCC2)c(Cl)cc1Cl	-15%	-1%	-6%	-1%	-14%	-17%	-12	-13%	24%
Cc1ccc(C)c(NC(=O)CCCCCCCCCCC2COCCO2)c1 (centres undefined)	-4%	0%	4%	18%	-10%	-7%	-3	-16%	-12%
CCOC(=O)CN/C=C(\C#N)c1ccccc1	-4%	20%	2%	-5%	-5%	-22%	-5	-6%	9%
COc1ccccc1C(=O)Nc1nc2ccccc2[nH]1	-2%	?	18%	10%	-5%	-18%	-3	-2%	24%
COc1ccc(C(=O)NCC(c2cccs2)S(=O)(=O)c2ccc(C)cc2)cc1 (centres undefined)	42%[activator]	-13%	/	-25%	-9%	-17%	2	-3%[60.1 µM]	-24%
Cc1ccccc1NC(=O)C(C#N)Cc1cccnc1 (centres undefined)	-5%	9%	-2%	-22%	-2%	-21%	-4	-5%	20%
O=C(Nc1ccc(Cl)cc1C(=O)Nc1ccc(Br)cn1)c1ccco1	-9%	-17%	20%	-17%	-1%	-20%	-2	-3%	30%
Cc1nn(C)c(Oc2ccccc2)c1CCNC(=O)C(C)(C)C	-7%	-6%	6%	6%	-19%	-5%	-11	-12%	33%
COc1cccc(N(CC(=O)NC2CCCCC2)C(=O)CCCC(=O)Nc2ccccn2)c1	4%	6%	19%	0%	5%	-20%	-6	-9%	-1%
Cc1cc(C)n2cc(CSc3nnc(N)s3)nc2n1	-3%	-4%	-1%	250%[activator]	13%	4%	-3	-3%	3%
CCN1/C(=C\C=C2\C(=O)N(c3ccccc3)C(=S)N2C)Sc2ccccc21	-15%	-47%	0%	?	-8%	6%	-2	1%	11%
COCc1nnc(NC(=O)c2cc3ccccc3o2)s1	2%	-13%	-3%	1%	-11%	-8%	-7	14%	21%
COc1ccc(CCNC(=O)c2ccc(NC3=NC4CS(=O)(=O)CC4S3)cc2)cc1OC (centres undefined)	-3%	-21%[56.9 µM]	18%	-2%	-3%	-15%	-5	0%	19%
Cc1nccn1CCCNC(=O)CC1C(=O)NCCN1Cc1ccc(Cl)c(F)c1 (centres undefined)	-6%	1%	-1%	-24%	-3%	-13%	1	?	0%
CC(=O)CCc1c(C)c2cccc(C)c2[nH]c1=O	-16%	14%	?	0%	/	-12%	4	-3%	?
CCC(=O)Nc1ccc(C(=O)CSc2nnc(-c3ccccc3F)n2C2CC2)cc1	-23%	-1%	-1%	-11%	-18%	?	0	-32%	28µM*

Some of the compounds tested. The share of hits here may be higher or lower than overall.
